ROMK primary: ROMK potassium channel modulators, primary screen, cell-based, thallium flux, MLSMR library | B-score at 10 µM | 130,000 tested, 2% active | Tet-inducible ROMK, thallium flux fluorescence; actives lie on both sides;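 active = signal ratio slope over the read window, or its plate-corrected B-score, at least 3 SD from the plate mean, either direction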;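 also: B-score of the F/F0 ratio slope over 7 to 12 s after thallium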
PPARg SRC1 recr: PPARgamma agonists recruiting SRC-1 coactivator, primary screen, biochemical. Peroxisome proliferator-activated receptor gamma (Homo sapiens), P37231. activation, % at 8 µM. AID 631, 2007. PPARgamma-SRC-1 coactivator recruitment biochemical assay. 200,000 tested, 0.41% active; in the data active = activation above about 19%;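 also: 0% = DMSO and 100% = reference agonist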
Redox H2O2 prof: compounds producing H2O2 with reducing agent – biochemical, NIH compound library profiling, artefact control for MLSCN library redox annotation, primary screen. DTT-dependent redox cycling H2O2, phenol red/HRP absorbance; 100% = 100 µM peroxide control, 0% = buffer. activation, % at 10 µM. 200,000 tested, 0.03% active. AID 878, 2007;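 active = activation of at least 50% relative to the plate's high and low controls in the primary single-dose screen; inactive = activation below 50%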;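 also: compound incubated with DTT at 0.8 mM final as the reducing agent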
PPARg SRC-3 ag: PPARgamma agonists recruiting SRC-3 coactivator, primary screen, biochemical; biochemical PPARgamma/SRC-3 coactivator recruitment assay; activation, % at 8 µM; 200,000 tested, 0.26% active; in the data active = activation above about 23%;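 also: 0% = DMSO and 100% = reference agonist; some compounds past the cut are filed as inactive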
PPARg SRC-2 ag: agonists of PPARg-SRC-2 recruitment, primary screen, biochemical, HTS | activation, % at 8 µM | PPARgamma LBD-SRC-2 recruitment | Peroxisome proliferator-activated receptor gamma (Homo sapiens), P37231 | 200,000 tested, 0.34% active | AID 1032, 2008; in the data active = activation above about 22%;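 also: 0% = vehicle and 100% = reference agonist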
S1P3 antag: S1P3 receptor antagonists, primary screen, cell-based. AID 485, 2006. 170,000 tested, 0.27% active. inhibition, % at 4.98 µM. Sphingosine 1-phosphate receptor 3 (Homo sapiens), Q99500. CHO S1P3 NFAT-BLA reporter, FRET fluorescence, antagonist mode;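 active = inhibition above the plate cutoff, the mean inhibition of test wells on that plate plus 3 SD, cut at about 28% in these data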;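 also: cells challenged with S1P at its EC80 of 0.8 µM; blue over green emission ratio from cleaved BLA substrate after 4 h stimulation; 0% = S1P-stimulated wells and 100% = unstimulated DMSO-only wells; some compounds past the cut are filed as inactive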
TR-FRET SRC-2 ct: TR-FRET signal artefacts, primary screen, artefact control for PPARgamma SRC-2 agonist project, biochemical. TR-FRET artefact counter-screen; active compounds read high. AID 1049, 2008. 200,000 tested, 0.4% active. TR-FRET ratio at 8 µM; in the data active = TR-FRET ratio above about 2000; also: inactives centre near 1500
TLR4 MyD88 comp: inhibitors of TLR4-MyD88 association in cells, primary screen, cell-based, HeLa CL3-4, BLA complementation, FRET ratio. 200,000 tested, 0.18% active. HeLa CL3-4 TLR4/MyD88 BLA complementation. Toll-like receptor 4 (Homo sapiens) + Myeloid differentiation primary response protein …. inhibition, % at 8.4 µM. AID 861, 2007; in the data active = inhibition above about 25%;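 also: 0% = vehicle and 100% = reference inhibitor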
Target sequence (O00206 whole entry, looked up): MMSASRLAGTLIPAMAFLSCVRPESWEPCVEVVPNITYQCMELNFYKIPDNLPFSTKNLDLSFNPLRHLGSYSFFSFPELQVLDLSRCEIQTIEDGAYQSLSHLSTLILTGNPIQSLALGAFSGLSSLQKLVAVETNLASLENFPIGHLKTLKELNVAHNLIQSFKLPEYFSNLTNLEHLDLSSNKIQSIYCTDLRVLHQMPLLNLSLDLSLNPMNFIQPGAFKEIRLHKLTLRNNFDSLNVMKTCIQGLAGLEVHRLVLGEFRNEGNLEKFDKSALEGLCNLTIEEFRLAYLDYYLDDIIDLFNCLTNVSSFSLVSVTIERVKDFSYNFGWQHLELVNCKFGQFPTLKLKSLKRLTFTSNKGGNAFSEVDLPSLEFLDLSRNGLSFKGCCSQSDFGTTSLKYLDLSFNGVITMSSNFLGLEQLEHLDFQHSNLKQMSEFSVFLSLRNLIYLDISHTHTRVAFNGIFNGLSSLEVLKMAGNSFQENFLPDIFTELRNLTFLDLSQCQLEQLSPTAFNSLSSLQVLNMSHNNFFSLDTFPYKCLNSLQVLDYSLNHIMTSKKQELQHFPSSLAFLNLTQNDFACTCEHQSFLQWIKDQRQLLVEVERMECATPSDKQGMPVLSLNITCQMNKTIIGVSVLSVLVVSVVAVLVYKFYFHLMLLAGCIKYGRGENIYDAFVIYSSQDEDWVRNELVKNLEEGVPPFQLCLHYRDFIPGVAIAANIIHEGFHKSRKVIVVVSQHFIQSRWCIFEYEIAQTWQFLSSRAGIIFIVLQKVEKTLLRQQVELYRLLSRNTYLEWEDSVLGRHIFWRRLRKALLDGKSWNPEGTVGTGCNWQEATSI
Target sequence (Q99836 whole entry, looked up): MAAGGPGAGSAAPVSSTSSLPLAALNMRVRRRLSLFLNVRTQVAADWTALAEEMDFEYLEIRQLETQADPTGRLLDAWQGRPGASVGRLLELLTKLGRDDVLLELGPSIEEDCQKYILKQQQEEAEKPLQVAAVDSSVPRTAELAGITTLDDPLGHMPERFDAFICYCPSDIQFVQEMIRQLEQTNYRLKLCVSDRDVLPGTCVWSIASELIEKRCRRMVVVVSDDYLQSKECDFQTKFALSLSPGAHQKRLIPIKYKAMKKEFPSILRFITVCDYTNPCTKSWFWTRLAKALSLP
L major viab: Leishmania major promastigote growth inhibition, primary screen; Leishmania major promastigotes, resazurin fluorescence viability; inhibition, % at 10 µM; 200,000 tested, 9% active; in the data active = inhibition above about 50%;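 also: promastigotes grown with compound for 44 hours at 28 °C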
bIAP inhibitor: bovine intestinal alkaline phosphatase inhibitors, primary screen, selectivity assay for TNAP inhibitor project, biochemical, bovine IAP, CDP-star luminescence; alkaline phosphatase, intestinal [Bos taurus]; purified bovine IAP, 30 min; inhibition, % at 20 µM; 190,000 tested, under 10 active; AID 1019, 2008;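 active = over 50% inhibition of intestinal alkaline phosphatase at 20 µM in the single-dose screen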
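Incubation: 30 min reaction at room temperature / Material: purified bovine intestinal alkaline phosphatase (IAP) enzyme / Input: enzyme at 1/65,000,000 dilution / Dosing: 20 µM single dose / Signal: CDP-star luminescence signal / Reagent: CDP-star chemiluminescent phosphatase substrate, 30 µM final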
bIAP activator: bovine intestinal alkaline phosphatase activators, primary screen, biochemical, bovine IAP, CDP-star luminescence | purified bovine IAP, 30 min; active compounds read high; fold of DMSO-control signal, blank-subtracted | 200,000 tested, 0.17% active | AID 1016, 2008 | activation factor at 20 µM;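 active = activation factor of 2 or more at 20 µM, a signal rise over negative controls twice the positive control's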
Active calls of the source: *; nt = not tested or not shown.

SMILES	ROMK primary	PPARg SRC1 recr	Redox H2O2 prof	PPARg SRC-3 ag	PPARg SRC-2 ag	S1P3 antag	TR-FRET SRC-2 ct	TLR4 MyD88 comp	L major viab	bIAP inhibitor	bIAP activator
COc1ccc(NC2=CC(=O)CC(c3ccc(C)cc3)C2)c(OC)c1 (stereo not drawn)	nt	0	1.7	-6	-7	nt	1412	-5	0	nt	nt
COC(=O)c1ccc(C2C(C(C)=O)=C(C)Nc3ncnn32)cc1 (stereo not drawn)	nt	2	-1.1	4	-1	-19	1447	-7	9	10	0.9
COc1ccc(C=O)cc1Cn1c(C)cc(C)c(C#N)c1=O	0.09	-6	-0.5	3	0	9	1390	7	12	3	1
c1ccc(CN(Cc2ccccc2)c2nn[nH]n2)cc1	-0.79	-1	-1.4	6	6	-11	1609	6	-12	-6	1.1
CCCn1c(=N)n(CC(=O)c2ccco2)c2ccccc21	nt	8	1.2	-5	-2	-1	1449	5	14	7	0.9
COc1ccc(OC)c(NC(=O)c2ccc(NS(=O)(=O)c3c(C)noc3C)cc2)c1	nt	-10	2.9	-14	-4	14	1362	-17	7	1	1
O=C(c1ccncc1)N1CCN(C(=O)c2cccs2)CC1	nt	3	-2.2	11	-6	-20	1490	-18	-2	3	1
Cc1ccc(/C(N)=N/OC(=O)C23CC4CC(CC(C4)C2)C3)cc1	nt	11	-6.8	-7	-4	nt	1530	-2	10	38	0.6
CC(=O)[C@H]1[C@H](c2cccc(Cl)c2)C(C#N)(C#N)[C@@H]2c3ccccc3C=CN21	nt	1	0.2	3	7	-15	1493	-9	9	2	1
COc1ccc(CN(C)CC(=O)Nc2ccccc2C(F)(F)F)c(OC)c1	1.3	-3	0.0	-2	0	-1	1566	4	-3	1	1
O=C(Nc1ccc(N2CCOCC2)cc1)C1(S(=O)(=O)c2ccccc2)CC1	0.57	3	0.3	-2	6	7	1547	-6	-6	-12	1.1
CCCSCCCNC(=O)Cn1cc2c(n1)CCC(C)C2 (stereo not drawn)	nt	4	-0.1	4	-1	1	1544	0	-5	-1	1
O=C(Oc1cccc(NC2=NS(=O)(=O)c3ccccc32)c1)c1ccncc1	1.2	6	0.4	3	9	-1	1790	-5	-3	2	1
COc1ccc(-n2c(NC(=O)c3ccc(Br)o3)c(C#N)c3nc4ccccc4nc32)cc1	nt	4	-4.7	17	8	nt	1703	-22	-11	15	0.8
CCO[C@H]1OC(C(=O)NC2CC2)=C[C@@H](c2coc3ccccc3c2=O)[C@@H]1CCCO	nt	-5	0.3	-1	1	2	1361	-8	-8	-19	1.2
CC1CC(=O)c2cnc(N)nc2C1 (stereo not drawn)	nt	-2	0.6	-4	8	nt	1733	-3	-2	3	1
COC(=O)N/N=C(\C)c1cccc(C(F)(F)F)c1	0.74	1	9.0	-3	-6	7	1465	-7	-4	0	1
O=C(Nc1ccc(Oc2ccc(Cl)cc2)cc1)c1ncn[nH]1	nt	-2	-0.3	-2	-2	-25	1532	-11	-2	11	0.9
CC1CCCCN1CCNC(=O)CN1C(=O)COc2ccccc21 (stereo not drawn)	nt	4	-1.8	9	4	7	1567	-1	-2	6	0.9
CC(C)CCNC(=O)CCCC1=NS(=O)(=O)c2ccccc2N1	0.073	9	-0.1	2	2	3	1689	-3	-3	14	0.9
C[n+]1ccn(CC(=O)c2ccc(Br)cc2)c1	0.52	0	-0.1	1	5	-1	1479	5	2	-4	1
COc1ccc(C2c3c(ccc4ccccc34)Oc3ncn4nc(Cc5ccccc5)nc4c32)cc1OC (stereo not drawn)	nt	-6	0.4	-2	-6	-13	1487	0	12	13	0.9
O=C1CN(C(=O)c2ccc(Br)o2)C(c2ccc(F)cc2)c2cc(F)ccc2N1 (stereo not drawn)	-2.1	1	1.2	8	9	-10	1678	-15	95*	10	0.9
CC(C)NC(=O)NC(=O)COC(=O)CCCSc1nc2ccccc2s1	nt	-5	1.4	2	-3	-24	1358	-10	-3	7	0.9
CCc1cccc(NC(=O)c2cc(OC)c(OC)c(OC)c2)c1	1.3*	2	-0.8	3	-2	-2	1517	4	11	4	1
COc1cccc(NC(=S)NCc2ccco2)c1	0.11	-3	-0.1	4	-5	8	1489	-4	3	14	0.9
O=C(CCCNC(=O)/C(=C/c1ccc(F)cc1)NC(=O)c1ccccc1)OCc1ccccc1	nt	2	-0.2	7	-3	-13	1784	0	3	6	0.9
Cc1noc(C(=O)Nc2sc3c(c2C#N)CCC3)c1Cl	nt	6	-1.1	10	8	-18	1642	-10	-2	2	1
COc1cc(-c2c(C#N)c(N)nc(SCc3ccncc3)c2C#N)cc(OC)c1OC	-1.2	3	0.1	18	-6	1	1426	-4	98*	23	0.8
CC(C)(C)OC(=O)N/N=C\c1ccc(OC(=O)c2cccs2)cc1	-0.73	-6	-0.6	-4	-4	-21	1554	8	23	-46	1.5
N#C/C(C(=O)NCc1ccco1)=C1/SC(Cc2ccc(Cl)cc2)C(=O)N1c1ccccc1 (stereo not drawn)	-1.6	-2	1.1	7	9	nt	1710	1	0	8	0.9
CCOC(=O)c1sc(=NC(=O)c2cccs2)n(C)c1C	0.34	2	-0.1	-1	10	-6	1596	-11	-7	-1	1
CS(=O)(=O)c1ccc(C(=O)NC2CCCCC2)cc1	nt	7	0.4	-6	9	-4	1701	-1	-6	7	0.9
N#C/C(=C\c1cn(-c2ccccc2)nc1-c1cccnc1)c1nnc2n1CCCCC2	0.12	0	0.2	-6	3	nt	1471	4	12	-4	1
Cc1cc(C)n2nc(NCc3cccc(Br)c3)nc2n1	nt	2	-2.3	4	4	0	1619	5	3	-4	1
COc1ccc(OC)c(NC(=O)C2CCCN(S(=O)(=O)c3cccc4cccnc34)C2)c1 (stereo not drawn)	nt	4	-0.5	-12	-11	-12	1273	10	3	-2	1
COc1ccccc1CC(=O)Nc1cc2oc3ccccc3c2cc1OC	nt	11	1.4	9	15	nt	1710	-3	10	6	0.9
CNC(=O)N1c2ccccc2NC(=O)CC1C (stereo not drawn)	0.19	-4	-1.8	2	-8	-37	1426	-7	-3	-1	1
COC(=O)c1cn(NC(=O)CC2CCCCC2)c(=O)c2ccccc12	nt	2	-2.6	-2	-4	nt	1593	2	-8	1	1
Cc1cc(C)c(S(=O)(=O)NC(CC(=O)O)c2cccc([N+](=O)[O-])c2)c(C)c1 (stereo not drawn)	-0.012	0	-0.2	-2	1	-3	1568	0	-1	1	1

Reprinted at random: three compounds from above.
SMILES	ROMK primary	PPARg SRC1 recr	Redox H2O2 prof	PPARg SRC-3 ag	PPARg SRC-2 ag	S1P3 antag	TR-FRET SRC-2 ct	TLR4 MyD88 comp	L major viab	bIAP inhibitor	bIAP activator
CCOC(=O)c1sc(=NC(=O)c2cccs2)n(C)c1C	0.34	2	-0.1	-1	10	-6	1596	-11	-7	-1	1
COc1ccc(OC)c(NC(=O)C2CCCN(S(=O)(=O)c3cccc4cccnc34)C2)c1 (stereo not drawn)	nt	4	-0.5	-12	-11	-12	1273	10	3	-2	1
COc1ccccc1CC(=O)Nc1cc2oc3ccccc3c2cc1OC	nt	11	1.4	9	15	nt	1710	-3	10	6	0.9

Next entries follow:
SMILES	ROMK primary	PPARg SRC1 recr	Redox H2O2 prof	PPARg SRC-3 ag	PPARg SRC-2 ag	S1P3 antag	TR-FRET SRC-2 ct	TLR4 MyD88 comp	L major viab	bIAP inhibitor	bIAP activator
CC(=O)c1c(C)[nH]c(C(=O)NC(C)c2ccccc2)c1C (stereo not drawn)	0.96	6	-2.0	4	-2	38*	1531	3	0	-2	1
CCOC(=O)c1ccccc1NC(=O)N1CCn2c(C)ccc2C1CC (stereo not drawn)	nt	5	0.4	0	14	0	1578	-11	4	6	0.9
CC(O)(C#CCN1CCCCCC1)c1ccccc1 (stereo not drawn)	-0.92	5	-0.7	2	-1	4	1595	1	24	7	0.9
Fc1ccc(CNc2ccc(CNc3ncn[nH]3)cc2)cc1	nt	-2	0.1	-4	-3	21	1333	-4	-5	-38	1.4
NNC(=O)CNc1cccc(Cl)c1	1.7	1	0.0	0	-5	-5	1440	-10	-4	3	1
O=C(NC(Cc1ccccc1)C(=O)O)/C(=C\c1ccc(Cl)cc1)NC(=O)c1ccccc1 (stereo not drawn)	0.66	-8	0.0	-2	1	-23	1317	-3	8	10	0.9
CCNc1oc(-c2ccc(OC)cc2)nc1S(=O)(=O)c1ccc(Br)cc1	nt	6	0.2	8	5	nt	1716	1	0	7	0.9
O=c1c2cc(Cl)ccc2oc2nc3n(c(=O)c12)CCCS3	nt	-1	1.8	-22	-2	-33	1488	8	16	2	1
CCCc1nc(N2CCOCC2)c(C#N)c2c1CCCC2	-0.82	2	0.1	1	-1	nt	1487	-5	-5	8	0.9
CCN(CC)CCCNC(=O)Cn1cnc2ccc(S(=O)(=O)N3CCC(C)CC3)cc2c1=O	-0.42	4	-1.2	2	6	-16	1606	-11	1	-28	1.3
CC(C)Cc1cc(C(=O)Nc2cc(Cl)ccc2Cl)no1	nt	-2	0.2	12	11	-13	1507	-5	-7	25	0.8
Cc1n[nH]c(=S)n1/N=C/c1ccc(-c2ccccc2[N+](=O)[O-])o1	0.21	5	-0.2	5	10	nt	1743	-4	-6	19	0.8
Cc1nnc(SCC(=O)N2CCN(C(=O)c3ccco3)CC2)n1-c1ccccc1	-1.2	-3	-2.2	2	2	-9	1477	0	-4	-6	1.1
O=C(Cc1ccc(F)cc1)Nc1cccc2cccnc12	nt	5	-0.2	5	14	-16	1535	-4	-4	13	0.9
CC1CCN(c2ncnc3c2cnn3-c2ccccc2)CC1	nt	2	-0.8	5	0	1	1534	-3	4	7	0.9
O=C(c1ccccc1)N1CCN(CC(O)COC2CCCCC2)CC1 (stereo not drawn)	nt	-2	0.4	2	-2	-20	1633	3	-3	16	0.8
CCn1c(O)c(N=NC(=O)CNc2cccc(C)c2)c2ccccc21	nt	6	-0.2	1	8	3	1593	-23	-3	9	0.9
COc1ccc(N2CCN(C(=O)CCS(=O)(=O)c3ccc(OC)cc3)CC2)cc1	-0.081	2	0.5	1	-1	16	1599	9	1	-5	1.1
CCOCCCn1c(=S)[nH]c2cc(C(=O)NCCN(CC)CC)ccc2c1=O	-0.1	9	1.1	4	4	-10	1676	-10	2	10	0.9

Compound activity as filed in PubChem.
